Bioassay records from PubChem BioAssay.
PostGolgi ctrl: growth of the yeast control strain, post-Golgi counter-screen | efflux-deficient yeast background strain, growth absorbance A615, 16 h | 5% of 98,000 active | AID 738 | inhibition, % at 10 µM
S1P2 agonist: activates the human S1P2 receptor. activation, % at 4.5 µM. S1P2-expressing cell line, agonist reporter read-out. O95136. 0.46% of 97,000 active; in the data active means activation above about 16%;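 further: 0% = vehicle low control and 100% = maximal reference agonist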
Target sequence (O95136 whole entry, looked up): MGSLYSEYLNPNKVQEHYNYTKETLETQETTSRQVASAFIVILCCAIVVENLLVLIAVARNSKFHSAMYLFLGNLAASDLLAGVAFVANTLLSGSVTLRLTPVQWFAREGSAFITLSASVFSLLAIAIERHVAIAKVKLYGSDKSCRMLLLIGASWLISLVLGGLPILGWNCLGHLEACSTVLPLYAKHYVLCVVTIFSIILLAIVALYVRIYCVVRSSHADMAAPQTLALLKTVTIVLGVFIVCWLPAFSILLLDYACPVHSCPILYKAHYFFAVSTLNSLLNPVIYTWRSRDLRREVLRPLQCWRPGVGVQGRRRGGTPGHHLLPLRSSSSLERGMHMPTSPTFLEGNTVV
PostGolgi yeast: growth inhibition of a yeast mutant, post-Golgi transport screen; post-Golgi transport phenotypic cell assay; inhibition, % at 10 µM; 0.9% of 98,000 active; AID 739;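 further: yeast cells grown in 1536-well plates; yeast grown about 18 h at 30C before absorbance read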
H69AR inhibit: blocks growth of human H69AR lung tumor cells; H69AR lung tumor viability, ATP luminescence, 72 h; active compounds read low; viability, % at 10 µM; 6% of 85,000 active; AID 598;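 active means viability at or below 40%; inactive means viability above 40%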;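 further: multidrug resistant small cell line overexpressing MRP-1 efflux transporter; 100% = mean luminescence of untreated control wells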
Fibroblast inh: blocks proliferation of human lung fibroblasts. viability, % at 10 µM. 1.1% of 85,000 active. AID 719. LL 47 human lung fibroblast viability, ATP luminescence; active compounds read low;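 active means viability at or below 50% in the single dose screen; inactive means viability above 50%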;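 further: compound exposure lasted 72 h before the ATP readout; 100% = median luminescence of untreated cell-only wells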
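Material: human LL 47 lung fibroblast cells; quantity: 1,150 cells/well; medium: IMEM plus 15% FBS; doses: 0.1% DMSO in all compound wells; timing: overnight attachment after seeding, then 72 h compound exposure at 37 °C; detection: CellTiter-Glo luminescence; measure: % viability of median cell-only signal; controls: cell-only wells, no compound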
hDAT+cocaine: modulates human dopamine transporter uptake under cocaine. Q01959. LLC-PK1 hDAT cells, [14C]-dopamine uptake with cocaine IC80; actives deviate in either direction. B-score at 10 µM. 1.3% of 110,000 active. AID 449768;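 active means Z score or B-score, a plate-position-corrected score, falls beyond the plate's 99.7% confidence bounds, in either direction; inactive means both scores lie inside the 99.7% bounds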;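 further: scored against the spread of the other compound wells on the same plate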
Target sequence (Q01959 whole entry, looked up): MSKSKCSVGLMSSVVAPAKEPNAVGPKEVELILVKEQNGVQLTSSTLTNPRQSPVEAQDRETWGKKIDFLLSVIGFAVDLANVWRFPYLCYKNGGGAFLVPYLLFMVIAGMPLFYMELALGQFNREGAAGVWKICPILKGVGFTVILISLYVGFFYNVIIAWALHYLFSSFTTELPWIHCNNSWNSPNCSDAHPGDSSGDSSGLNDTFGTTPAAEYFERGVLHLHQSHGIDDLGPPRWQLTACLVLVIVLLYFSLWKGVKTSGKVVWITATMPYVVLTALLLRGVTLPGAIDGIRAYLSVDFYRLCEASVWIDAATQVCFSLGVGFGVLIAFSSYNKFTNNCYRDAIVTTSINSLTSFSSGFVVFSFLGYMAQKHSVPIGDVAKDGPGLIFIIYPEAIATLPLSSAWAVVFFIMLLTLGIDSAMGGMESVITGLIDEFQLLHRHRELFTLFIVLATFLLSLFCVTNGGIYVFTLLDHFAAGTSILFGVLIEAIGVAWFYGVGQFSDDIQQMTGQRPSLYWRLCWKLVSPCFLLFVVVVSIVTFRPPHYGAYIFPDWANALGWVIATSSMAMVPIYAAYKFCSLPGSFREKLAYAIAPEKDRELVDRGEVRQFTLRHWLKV
HUVEC inhibit: human endothelial cell proliferation inhibition | viability, % at 10 µM (by protocol) | HUVEC proliferation, CellTiter-Glo luminescence, 72 h; active compounds read low | AID 648 | 1.1% of 86,000 active;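 active means viability at or below 30%; inactive means viability above 30%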;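 further: 100% = median luminescence of DMSO-only cell control wells on each plate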
Ecoli WT expand: blocks growth of wild type E. coli BW25113; 0.15% of 98,000 active; AID 710; OD600 absorbance; growth inhibition, % at 100 µM;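 active means growth inhibition above about 50% at one test dose, limit read from the data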;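 further: growth measured after 20 h incubation at 37 °C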
S1P2 antag: antagonists of human S1P2 receptor. cell-based S1P2 antagonist assay, inhibition at 5 uM. 0.21% of 97,000 active. AID 736. inhibition, % at 5 µM. O95136; in the data active means inhibition above about 45%;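 further: CRE beta-lactamase reporter cells expressing human S1P2 stimulated with S1P; 0% = agonist at EC80 alone and 100% = agonist plus reference antagonist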
* = called active by the depositor; . = not tested or not shown. Unless noted, no stated cut-off is given here; in the data, active means inhibition above about 30%; inactive means the rest.

SMILES	PostGolgi ctrl	S1P2 agonist	PostGolgi yeast	H69AR inhibit	Fibroblast inh	hDAT+cocaine	HUVEC inhibit	Ecoli WT expand	S1P2 antag
O=C(NC1CCCCC1)n1c(=O)oc2ccccc21	2	-1	-9	91	107	-0.59	90	8	11
c1ccc(OCc2nc3ccccc3[nH]2)cc1	27	-1	-3	99	108	0.28	99	26	1
CCOC(=O)C1CCCN(C(=O)c2cn(CC)c(=O)c3cc(OC)c(OC)cc23)C1 (configuration not stated)	-4	3	0	86	99	0.51	103	7	-23
Clc1ccc(C(c2nnnn2C2CCCC2)N2CCSCC2)cc1 (configuration not stated)	13	-3	-4	71	95	0.1	101	-3	7
O=C(NC1CCCC1)C(c1ccc(Cl)cc1)N1CCc2ccccc21 (configuration not stated)	9	-2	-7	56	86	-0.25	84	-7	-27
Cc1cccc(NC(=O)c2ccc(Cn3cc(C(F)(F)F)ccc3=O)cc2)c1	-2	-7	2	.	.	0.66	.	7	13
Cc1ccsc1C1NC(=O)c2c(sc3c2CCN(C)C3)N1 (configuration not stated)	3	-2	-6	94	107	0.0024	92	2	14
COc1ccc(OC)c(NC(=O)c2cnc3n(c2=O)CCS3)c1	11	-3	-3	100	91	1	88	-6	10
O=S(=O)(Cc1cc(Sc2ccc(Cl)cc2)nc(-c2ccccc2)n1)c1ccccc1	-7	0	-4	83	92	-0.13	80	-3	-19
Cc1ccc(-c2nc3ccccc3[nH]2)cc1NC(=S)NC(=O)c1ccccc1Br	37*	-2	6	.	.	1.6	.	-5	11
COc1cc(C2C(C(=O)Nc3ccccc3OC)=C(C)Nc3ncnn32)ccc1O (configuration not stated)	5	-3	-11	85	103	-0.28	103	-2	6
O=C(CN1C2CCC1CC(NC(=O)C1CC1)C2)NCc1ccccc1 (configuration not stated)	4	.	8	90	104	0.1	100	-5	.
CCSc1nc2nn(-c3ccccc3)c(=O)c-2c2n1CCCCC2	-7	-2	1	72	102	-0.53	100	-4	-24
O=C1C(Cl)=C(NCC2CCCO2)C(=O)N1c1cccc(Cl)c1Cl (configuration not stated)	1	-3	-3	82	103	0.0076	104	8	-2
CC1(c2ccccc2)CC(c2ccccc2)=Nc2nonc2N1 (configuration not stated)	19	-6	0	107	91	0.18	99	-3	25

The last two entries of the part above open the next one.
SMILES	PostGolgi ctrl	S1P2 agonist	PostGolgi yeast	H69AR inhibit	Fibroblast inh	hDAT+cocaine	HUVEC inhibit	Ecoli WT expand	S1P2 antag
O=C1C(Cl)=C(NCC2CCCO2)C(=O)N1c1cccc(Cl)c1Cl (configuration not stated)	1	-3	-3	82	103	0.0076	104	8	-2
CC1(c2ccccc2)CC(c2ccccc2)=Nc2nonc2N1 (configuration not stated)	19	-6	0	107	91	0.18	99	-3	25
Cc1ccc(NC(=O)c2ccc(CSc3nccc(C)n3)cc2)cc1	-7	-3	1	.	.	1.1	.	-8	-24
O=C(Nc1ccc(S(=O)(=O)Nc2ncccn2)cc1)c1ccco1	4	-2	-3	.	.	-0.38	.	-5	-15
CCOC(=O)Cn1c(=N)n(CCOc2ccc(OC)cc2)c2ccccc21	8	-1	2	102	101	-0.053	110	3	-3
COc1ccc(-c2nnn(CC(=O)N(C3CCCCC3)C(C)C(=O)NC3CCCC3)n2)cc1OC (configuration not stated)	7	-4	-12	95	97	1.5	100	4	15
CCOC(=O)C(NC(=O)N1CCCCC1)(c1ccccc1)C(F)(F)F (configuration not stated)	9	-4	1	96	100	0.69	99	1	-9
Cc1cc(C)nc(-n2nc(C)c3c(=O)[nH]c(C(F)(F)F)nc32)n1	-4	-5	13	89	99	-0.057	86	-4	-1
Cc1ccc(S(=O)(=O)Nc2nc3n(n2)C(c2ccc(Cl)cc2)CC(=O)N3)cc1 (configuration not stated)	12	-4	-4	.	.	1.5	.	3	-10
CCn1c(CSc2nc3ccccc3n2C)nc2ccccc21	5	.	2	81	107	.	110	6	.
Cc1ccc2nc(NC(=O)c3ccc4c(c3)OCO4)sc2c1	9	-4	7	.	.	0.37	.	-9	-8
COc1ccc(Nc2nc(Nc3ccc(OC)cc3)nc(-n3[nH]c(=O)c(C)c3C)n2)cc1	18	-6	-5	.	.	-0.33	.	-7	29
COc1ccc(F)cc1S(=O)(=O)N1CCC(C(N)=O)CC1	3	-2	-9	95	96	-0.087	86	1	16
CCOc1ccc(-c2nc(C#N)c(N3CCN(CC)CC3)o2)cc1	4	-6	2	100	101	0.71	103	12	11
CCOC(=O)Cc1csc(SCC(=O)c2c(N)n(CC(C)C)c(=O)n(C)c2=O)n1	8	-3	-6	93	93	-0.76	110	-3	19
Clc1ncnc2scc(C3COc4ccccc4O3)c12 (configuration not stated)	.	-2	.	7.0*	80	-0.74	62	.	3
CCCc1cc(C(=O)N2CCN(c3ccccc3C)CC2)cs1	38*	-4	-10	75	102	0.5	102	-1	8

Pulled one by one from the entries so far (three):
SMILES	PostGolgi ctrl	S1P2 agonist	PostGolgi yeast	H69AR inhibit	Fibroblast inh	hDAT+cocaine	HUVEC inhibit	Ecoli WT expand	S1P2 antag
CCOC(=O)Cc1csc(SCC(=O)c2c(N)n(CC(C)C)c(=O)n(C)c2=O)n1	8	-3	-6	93	93	-0.76	110	-3	19
Cc1cc(C)nc(-n2nc(C)c3c(=O)[nH]c(C(F)(F)F)nc32)n1	-4	-5	13	89	99	-0.057	86	-4	-1
CCCc1cc(C(=O)N2CCN(c3ccccc3C)CC2)cs1	38*	-4	-10	75	102	0.5	102	-1	8

The list continues.
SMILES	PostGolgi ctrl	S1P2 agonist	PostGolgi yeast	H69AR inhibit	Fibroblast inh	hDAT+cocaine	HUVEC inhibit	Ecoli WT expand	S1P2 antag
Cc1cc(C)c(-c2cc(C(F)(F)F)no2)c(=O)[nH]1	6	-8	6	.	.	-1.3	.	2	18
O=C(CN1C(=O)c2ccccc2S1(=O)=O)N1CCc2ccccc2C1	19	-3	-7	85	94	0.82	104	-3	2
CCOC(=O)Cn1c(S(=O)(=O)Cc2ccccc2Cl)nc(-c2ccccc2)c1-c1ccccc1	16	-7	14	.	.	0.27	.	-15	-10
CCNS(=O)(=O)c1ccc(CCC(=O)Nc2cc(Cl)ccc2Oc2ccccc2)cc1	9	-4	-2	.	.	0.14	.	-17	26
O=C(CSc1nnc(NC(=O)c2ccco2)s1)NC1CCCCC1	2	0	-11	87	100	-1	93	-23	-6
CC(C)(C)C(=O)[C@@H]1[C@@H]2C(=O)N(C3CCCCC3)C(=O)[C@@H]2[C@H]2c3ccccc3C=CN12	.	-7	.	72	96	.	104	.	19
COc1ccc(CNC(=O)CN(C(=O)c2cc3sccc3n2C)C2CCCC2)cc1	1	.	-4	81	90	-0.21	98	1	.
COc1ccc(OC)c(NC(=O)CSc2nnc(CNC(=O)c3ccco3)o2)c1	3	-6	-3	90	94	-0.69	107	7	-37
CCCS(=O)(=O)C(=C(Nc1ccccc1)Nc1ccccc1)S(=O)(=O)CCC	5	-2	6	30*	96	0.071	82	-6	-4
O=C(Nc1ncc(Cc2cccc(Cl)c2)s1)C1=NCCN1	2	-4	-3	.	.	-1.1	.	4	6
C=CCn1c(SCC(=O)NCc2ccccc2)nnc1-c1cc(Br)ccc1O	1	-3	-2	88	97	1	84	2	7
Cc1ccc(Cc2nnc3n(-c4cccc(C)c4)nc(C(=O)c4ccccc4)n3c2=O)cc1	.	-1	.	75	84	1.5	84	.	-12
C=CCNc1ncnc2c1ncn2C1OC(CO)C(O)C1O (configuration not stated)	1	-6	-2	31*	40*	1.9	41	3	14
CCC(=O)Nc1nonc1-c1nc2ccccc2n1CCC(C)C	36*	-8	3	49	92	0.92	69	-6	-4
Cc1ccc2c(=O)c(C(=O)NCc3cccs3)c[nH]c2c1	.	-1	.	86	100	-0.28	103	.	-3
COc1cc(OC)c(C2CC(=O)N3CN(c4ccc(C)cc4)CSC3=C2C#N)cc1OC (configuration not stated)	-1	-5	-2	101	96	.	85	3	5
Cc1cccnc1NC(=O)c1c(O)c2ccccc2n(C)c1=O	22	-4	3	5.4*	94	-1.9	115	3	-4
COc1ccccc1-c1nnc(SC2CCc3ccccc3NC2=O)s1 (configuration not stated)	.	-5	.	84	100	-0.88	83	.	-3
c1ccc(-n2ncc3c2ncn2nc(CSc4nc5ccccc5s4)nc32)cc1	.	.	.	29*	62	0.85	42	.	.
O=C1CC(C(=O)Nc2ccc(O)c(C(=O)O)c2)C(c2ccccc2)O1 (configuration not stated)	0	-3	1	107	96	0.67	89	1	14
CC(C)(C)SCCNS(=O)(=O)c1ccc(F)cc1	2	-5	-8	87	109	0.41	107	9	-5
O=C(Nn1c(O)c(C=C2N=c3ccccc3=N2)sc1=S)c1cccc(Cl)c1	-3	-4	4	.	.	0.076	.	-23	17
CCOC(=O)Cc1csc(NC(=S)NC(=O)c2ccc(Cl)cc2)n1	-3	-3	-8	.	.	-1.1	.	3	-2
COC(=O)c1nc(-c2ccccc2)oc1N(C)C	5	-3	14	90	109	-0.0018	105	4	-15
CCN(c1ccccc1)S(=O)(=O)c1ccc(F)cc1	-10	-2	-3	97	93	0.11	106	6	-16
Cc1c(CCC(C)C)c(=O)n2c([nH]c3ccccc32)c1C#N	21	-4	-1	31*	90	-1.2	74	-15	-17
NC(=O)CSc1nnc(-c2ccc(O)cc2)n1Cc1ccco1	.	-7	.	97	105	-0.59	91	.	-5
COc1ccc(OC)c(-n2c(C)nc3cc(C(=O)O)ccc32)c1	13	-5	2	80	95	0.96	106	3	15
CC(C)=CC(=O)Nc1nnc(-c2cccnc2)s1	1	-6	-1	95	101	-0.55	113	-1	11
COCCn1c(C)cc(C(=O)CSc2nc(C)cc(C)c2C#N)c1C	16	-6	1	78	90	0.069	95	-7	-16
Oc1ccc2ccc3cccc[n+]3c2c1	.	-5	.	89	99	-0.3	98	.	3
COc1cc(OC)c(C2=NOC(C(=O)N3CCc4ccccc4C3)C2)cc1Cl (configuration not stated)	10	-2	-3	65	116	0.53	92	-12	-2
COc1ccc(NC(=O)C=C(C)C)cc1Cl	-6	2	3	78	92	-0.91	101	6	-23
CCOC(=O)c1cnc(SCc2nc(N)nc(Nc3ccccc3OC)n2)nc1N	-4	2	6	97	102	.	113	2	-26

Structural class, those above with a thiophene ring, fused or not
SMILES	PostGolgi ctrl	S1P2 agonist	PostGolgi yeast	H69AR inhibit	Fibroblast inh	hDAT+cocaine	HUVEC inhibit	Ecoli WT expand	S1P2 antag
Cc1ccsc1C1NC(=O)c2c(sc3c2CCN(C)C3)N1 (configuration not stated)	3	-2	-6	94	107	0.0024	92	2	14
Clc1ncnc2scc(C3COc4ccccc4O3)c12 (configuration not stated)	.	-2	.	7.0*	80	-0.74	62	.	3
CCCc1cc(C(=O)N2CCN(c3ccccc3C)CC2)cs1	38*	-4	-10	75	102	0.5	102	-1	8
COc1ccc(CNC(=O)CN(C(=O)c2cc3sccc3n2C)C2CCCC2)cc1	1	.	-4	81	90	-0.21	98	1	.
Cc1ccc2c(=O)c(C(=O)NCc3cccs3)c[nH]c2c1	.	-1	.	86	100	-0.28	103	.	-3
